AmpC inh no detg: qHTS Inhibitors of AmpC Beta-Lactamase (assay without detergent) | AmpC nitrocefin hydrolysis, absorbance 480 nm, 0.0001% Triton | 0.52% of 330,000 active | AID 485341, 2010 | Potency, µM (highest dose often 57.1 µM), for inactives: at the top dose activity change, negative = inhibition, actives largely listed as inhibitors | P00811;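 further: potency means the concentration at half of the fitted maximal effect; plate controls were no compound for no effect and no enzyme for full effect; nearly all actives have a fitted effect of over 20% in size; some results filed as inactive show a strong effect at the top dose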
Target sequence (P00811 whole entry, looked up): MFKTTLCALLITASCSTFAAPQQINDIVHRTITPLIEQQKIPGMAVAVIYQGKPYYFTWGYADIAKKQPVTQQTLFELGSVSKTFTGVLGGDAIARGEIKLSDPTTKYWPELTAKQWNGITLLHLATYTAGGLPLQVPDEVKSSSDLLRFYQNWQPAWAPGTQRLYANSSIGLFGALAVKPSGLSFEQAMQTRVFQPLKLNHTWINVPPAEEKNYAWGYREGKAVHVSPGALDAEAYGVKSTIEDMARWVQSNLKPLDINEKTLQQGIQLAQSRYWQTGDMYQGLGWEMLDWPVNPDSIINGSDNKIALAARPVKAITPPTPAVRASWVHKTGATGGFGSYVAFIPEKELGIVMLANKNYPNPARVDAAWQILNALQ
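20 mM phosphate pH 7.0 + 0.01% (detergent screen) or 0.0001% Triton X-100; 5.3 nM AmpC reagent; cpd preinc 15 min RT; nitrocefin (800 uM stock) to start; A480 q20 s × 4 min; Activity was normalised to no-enzyme and no-compound control wells.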
LmPK inhibitor: qHTS Assay for Inhibitors of Leishmania Mexicana Pyruvate Kinase (LmPK); Potency, µM (highest dose often 57.5 µM), inactives show top-dose activity change, negative = inhibition, usual class: inhibitors; Q27686; purified LmPK, Kinase-Glo ATP luminescence, 1 h; 0.37% of 290,000 active; AID 1721, 2009; further: potency means the concentration at half of the fitted maximal effect
Target sequence (Q27686 whole entry, looked up): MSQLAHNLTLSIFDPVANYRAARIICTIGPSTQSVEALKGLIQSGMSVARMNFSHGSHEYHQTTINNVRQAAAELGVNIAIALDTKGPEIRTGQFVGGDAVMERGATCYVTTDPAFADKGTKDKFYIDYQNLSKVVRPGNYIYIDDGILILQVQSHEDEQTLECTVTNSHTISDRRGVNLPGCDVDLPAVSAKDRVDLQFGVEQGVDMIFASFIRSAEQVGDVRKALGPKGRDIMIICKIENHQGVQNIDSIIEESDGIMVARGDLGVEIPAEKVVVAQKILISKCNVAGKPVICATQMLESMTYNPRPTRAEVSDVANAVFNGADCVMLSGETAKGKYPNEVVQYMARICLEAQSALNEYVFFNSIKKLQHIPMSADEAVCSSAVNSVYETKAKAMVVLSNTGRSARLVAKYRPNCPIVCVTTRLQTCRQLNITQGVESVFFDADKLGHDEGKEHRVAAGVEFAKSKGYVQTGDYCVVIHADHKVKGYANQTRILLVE
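qHTS format; LmPK 0.1 nM; substrates PEP 0.5 mM and ADP 0.1 mM. One-hour room-temperature incubation, then coupled luciferase luminescence; 0.5 nM enzyme wells mark activation.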
TbPYK inhibitor: qHTS of Trypanosoma Brucei Inhibitors. pyruvate kinase (Trypanosoma brucei), Q57TT1. TbPYK enzyme, Kinase-Glo Plus ATP luminescence, 45 min. AID 624173, 2012. 0.12% of 410,000 active. Potency, µM (titrated, usually from 76.8 µM), for inactives: top-dose activity, negative = inhibition, usual class: inhibitors; further: potency means the concentration at half of the fitted maximal effect; nearly all actives have a fitted effect of over 50% in size
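Assay buffer: 50 mM TEA pH 7.2, 100 mM KCl, 10 mM MgCl2, 0.05% BSA, 0.01% Tween-20. Pyruvate kinase from T. brucei plus substrate met compound, then ADP (130 uM final). Luminescence was read post 45 min RT.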
HCV inhibitor: qHTS Assay for Inhibitors of Hepatitis C Virus (HCV) | Huh7.5.1 HCVcc-Cre infection, luciferase reporter, 44 h | Potency, µM (titrated, usually from 41.8 µM), without a hit: at the top dose activity change, negative = inhibition, most hits filed as inhibitors | 3.4% of 340,000 active | AID 651820, 2012; further: potency means the concentration at half of the fitted maximal effect
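Whole-lifecycle infectious HCVcc-Cre system; cells 1,000/well, compound then virus (~0.5 moi) added 4 h after plating, 44 h culture. Luciferase read 15 sec following 15 min substrate incubation, room temp.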
AMA1 RON2 block: qHTS for Inhibitors of AMA1-RON; Towards Development of Antimalarial Drug Lead: Primary Screen. 0.2% of 360,000 active. Plasmodium falciparum AMA1 (3D7) - RON2 peptide interaction. AlphaScreen AMA1-biotinylated RON2 peptide binding. Potency, µM (doses to about 58.2 µM), inactives show at the top dose activity change, negative = inhibition, actives largely listed as inhibitors. AID 720542, 2013;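 further: potency means the concentration at half of the fitted maximal effect; 0% = vehicle wells and -100% = peptide control; nearly all actives have a fitted effect of over 45% in size; some results filed as inactive show a strong effect at the top dose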
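AMA1 (3D7) with his tag at 25 nM final met compounds first, then biotinylated RON2 peptide at 25 nM; detection used donor plus acceptor beads, 10 µg/mL apiece, read by AlphaScreen after 30 min at room temperature.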
HCMV inh: qHTS Assay for inhibitors of the human cytomegalovirus (HCMV); HFF cells, HCMV-luciferase reporter, 72 h; active compounds read low; activity change, negative = inhibition, % at 57.5 µM; 4.5% of 410,000 active; AID 1259415, 2018; in the data active means activity change below about -60%; inconclusive means no clear call, values can overlap the other calls; inactive means above about -39%
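Inhibition of viral replication was scored as loss of reporter luminescence in HFFs infected with HCMV-luciferase (MOI 1 PFU/cell) for 72 h; compounds tested at 2 doses, normalized to buffer and Salinomycin controls.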
AmpC inh detg: qHTS Inhibitors of AmpC Beta-Lactamase (assay with detergent); AmpC hydrolysis of nitrocefin, absorbance 480 nm, 0.01% Triton; Potency, µM (top dose mostly 114 µM), inactives show at the highest dose activity change, negative = inhibition, actives largely listed as inhibitors; 0.041% of 370,000 active;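 further: potency means the concentration at half of the fitted maximal effect; 0% = no-compound wells and -100% = no-enzyme wells; nearly all actives have a fitted effect of over 25% in size; some results filed as inactive show a strong effect at the top dose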
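AmpC (5.3 nM in the dispensed reagent) in 20 mM phosphate pH 7.0 with 0.01% (detergent screen) or 0.0001% Triton X-100 was preincubated with compounds for 15 min at room temperature. Nitrocefin was then added from an 800 uM solution, and hydrolysis was followed at 480 nm.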
* marks the source's active call; other numbers are inactive results; ? = inconclusive; · = not tested or not shown; [ ] = remark or other dose. Unless noted, the call rests on the fitted dose curve; in most records, active means well fitted curve in the direction sought with a large enough effect; inconclusive means small, poorly fitted or top-dose-only effect, or another doubt; inactive means no such curve, though single readings can be large; an effect the other way counts as inactive or inconclusive. Unless noted, on the % scale 0 is the no-effect control and ±100 the full control effect.

Order of values: AmpC inh no detg, LmPK inhibitor, TbPYK inhibitor, HCV inhibitor, AMA1 RON2 block, HCMV inh, AmpC inh detg
O=C(CSc1nnc(CCc2ccccc2)n1-c1ccc(Cl)cc1)NCc1ccccc1
 : 92%[activator], 8%, 3%, 20%, -19%, 39, -1%
Cc1nc(SCC(=O)Nc2ccc(C(=O)O)cc2)n[nH]1
 : ·, ·, 2%, ·, ·, -3, 22%
COC(=O)C1=CN(CCCN2CCCC2=O)C=C(C(=O)OC)C1c1ccccc1C(F)(F)F
 : 149%[activator], 1%, 1%, -9%, 8%, -65*, 4%
COC(=O)C1=C(c2ccc(F)cc2OCc2ccccc2)C[C@@H]2CC[C@H]1N2C(=O)NC1CCN(Cc2ccccc2)CC1
 : 188%[activator], ·, 5%, ?, -19%, -7, 4%
O=C(NC(Cc1ccc2c(c1)OCO2)C(=O)N1CCCC1C(=O)O)c1ccccc1 (stereo not drawn)
 : -1%, -5%, 4%, 16%, 44%[activator], -25, -10%
COc1ccc(C(=O)Nc2ccc(N3CCOCC3)cc2)cc1OC
 : -4%, 16µM*, -31%, -12%, 5%, 8, ?
CC1Sc2ccc(C(=O)N(CCc3ccccc3)Cc3ccccc3)cc2NC1=O (stereo not drawn)
 : ·, ·, 0%, ·, -1%, -18, ·
c1ccc(Cc2noc(CN3CCCN(C4Cc5ccccc5C4)CC3)n2)cc1
 : 46%, 0%, 9%, ?, 2%, 24, -5%
Cc1ccc2nc(-c3ccccn3)cc(C(=O)N3CCN(c4ncccn4)CC3)c2c1
 : 0%, 2%, -6%, 3%, 8%, -3, -12%
O=C(COC(=O)c1cnccn1)Nc1cc(S(=O)(=O)N2CCOCC2)ccc1Cl
 : 1%, ·, -5%, 11%, 15%, 21, ·
CCOC(=O)c1cc2oc(C)cc2n1CC(=O)OC1CCCCC1
 : -1%, 1%, -8%, -12%, -13%, -26, -4%
CCOc1ccc(NC(=O)CN(C)C(=O)C2CCN(C(=O)c3ccc(Cl)cc3)CC2)cc1OCC
 : 143%[activator], ·, 2%, -14%, 0%, 0, 2%
CC(C(=O)NC(=O)NC1CCCCC1)N1CCN(c2ccccn2)CC1 (stereo not drawn)
 : 60%[activator], -6%, 3%, -9%, 3%, 7, ?
COc1ccc(OCCOC(=O)CNC(=O)c2cccc(C)c2)cc1
 : -16%, ·, 2%, 16%, 0%, -37, ?
Cc1ccnc(NC(=O)c2ccc(NC(=O)CC3SC(N4CCCC4)=NC3=O)cc2)c1 (stereo not drawn)
 : -10%, ·, -7%, -2%, -4%, 16, ?
O=C(C1CCCCC1)N1CCC(CO)(Cc2ccccc2Cl)CC1
 : 135%[activator], 0%, -10%, 5%, 3%, -2, 0%
CCOC(=O)Cn1nc(NC(=O)c2ccc3c(c2)OCO3)cc1C
 : 39%, -13%, 7%, ·, -1%, 10, 6%
O=C(COC(=O)/C=C/C(=O)N1CCN(c2ccccc2)CC1)NCc1ccc(F)cc1
 : 57%[activator], 8%, 1%, -16%, 0%, -7, 9%
CCC(C)Sc1nnc(CNC(=O)C23CC4CC(CC(C4)C2)C3)n1C1CCCCC1 (stereo not drawn)
 : 24%, 5%, ?, 21%, -6%, 18, -5%
O=C(CSc1nc2ccc([N+](=O)[O-])cc2[nH]1)c1ccc2ccccc2c1
 : -53%, 4%, -9%, -8%, 17%, 1, -13%
Cc1cc(C(=O)c2ccccc2)nc2ccccc12
 : -42%, -4%, -9%, -16%, 7%, 3, -11%
CCOC(=O)c1c(C)[nH]c(O)c1C=Nc1ccccc1
 : -2%, -2%, -12%, -6%, -22%, 31, 2%
Cc1ccnc(Nc2nc(-c3ccccc3)cs2)c1
 : -29%, -8%, -3%, ?, 6%, 52, 4%
COc1ccc2c(COC(=O)CCS(=O)(=O)c3ccc(C)cc3)cc(=O)oc2c1
 : -26%, ·, -11%, 1%, -10%, -18, -9%
O=C(CCC1N=C2c3ccccc3N=C(SCC(=O)NCCc3ccccc3)N2C1=O)NCc1ccc(F)cc1 (stereo not drawn)
 : ·, ·, 6%, ·, ·, -8, 1%
Cc1cccc(C)c1OCCCCN1CCCCC1
 : -6%, -5%, 0%, 2%, 1%, -18, ?
CC(=O)c1cccc(NC(=O)COC(=O)CCc2ccc(S(=O)(=O)N3CCOCC3)cc2)c1
 : -3%, 1%, 5%, 22%, -2%, -9, -1%
OCC[C@H]1C[C@@H](O)[C@H](O)[C@@]2(CCCO2)O1
 : ·, ·, 3%, 48%[activator], 30%, -8, ·
Cc1ccc(C(C)C)cc1OCC(=O)NC1CCCCCCC1
 : 12%, ·, 2%, ?, 9%, -24, ?
CC(=O)Nc1cc(NC(C)=O)cc(C(=O)OCC(=O)c2ccc3c(c2)NC(=O)CO3)c1
 : -20%, ·, 2%, ?, -23%, -10, -11%
COc1ccc(Cc2nc3ccccc3n2CC(=O)N/N=C/c2ccc(O)cc2)cc1OC
 : -15%, 2%, -1%, -8%, 18%, -25, -7%
CCOc1cccc(C(=O)Nc2cccc(NC(=O)c3ccco3)c2)c1
 : -55%, 3%, 2%, ?, -16%, -62*, -4%
O=C(C1CCCN(Cc2ccccc2F)C1)N1CCCC1 (stereo not drawn)
 : -24%, -4%, 1%, 11%, ?, -31, 0%
Cc1ccnc(N2C(=O)c3ccccc3C2Nc2ccc3c(c2)OCCO3)c1 (stereo not drawn)
 : -7%, 0%, -6%, -20%, -27%, -33, ?
CCc1ccccc1NC(=O)Nc1cccs1
 : -45%, 7%, -1%, -14%, -12%, ?, 0%
COc1ccc(CCNC(=O)COc2ccc(-c3ccc(C)cc3)cc2)cc1OC
 : 43%, 4%, -11%, -12%, -3%, -3, 5%
O=C(CCC1CCCC1)Nc1ccccc1-c1ccccc1
 : -7%, -2%, 2%, 4%, -6%, 3, -11%
CCSc1nnc(NC(=O)CSc2nc(C)cc(C)n2)s1
 : -18%, 8%, -2%, -11%, 0%, 24, -8%
Cc1ccc(/C=N/NC(=O)Cc2cccs2)o1
 : -42%, -2%, -4%, 15%, 3%, -74*, -14%
O=C(c1cc(-c2ccncc2)nc2ccccc12)N1CCOCC1
 : -13%, ·, 1%, 15%, 10%, -12, 0%
Cc1cc(=O)oc2cc(OC(C)C(=O)N3CCCc4ccccc43)ccc12 (stereo not drawn)
 : 8%, -1%, 1%, -13%, -9%, 19, 0%
CCc1ccc(NC(=O)C2=CC=CN3CCS(=O)(=O)N=C23)cc1
 : -9%, ·, -6%, 24%, 9%, 32, ?
CCN(CC)S(=O)(=O)c1ccc2c(c1)N(CC(=O)N(C)Cc1ccccc1)C(=O)CO2
 : ·, ·, -2%, ·, ·, -32, -5%
Cc1ccc(CN2C(=O)CCC2C(=O)NC2CCCC2)cc1 (stereo not drawn)
 : -12%, 2%, 1%, 21%, 5%, 19, ?
Cc1cc(C)nc(SCCS(=O)(=O)Cc2ccc(Cl)cc2)n1
 : -4%, 2%, -19%, -25%, 2%, -25, 3%
CN1CCN(S(=O)(=O)c2cccs2)CC1
 : -14%, 6%, -5%, 0%, 3%, 1, 3%
Cc1ccc(NC(=O)N2CCN(c3cc(-c4noc(C)n4)ccc3C)CC2)c(C)c1
 : ·, ·, -14%, ·, ·, 8, -3%
COc1ccc(C2C(C#N)=C(N)N3C(=C2C#N)Sc2ccccc23)cc1 (stereo not drawn)
 : -19%, -1%, ·, ·, ·, ·, -13%
CCC1CCCCN1C(=O)Cn1c(=O)oc2cc(S(=O)(=O)N3CCCCC3)ccc21 (stereo not drawn)
 : ·, ·, -5%, ·, ·, -12, 13%
CN1CCC(C)(O)C2CCCCC21 (stereo not drawn)
 : -13%, -10%, 1%, 0%, 22%, -29, 12%
c1ccc2c(c1)[nH]c1c3ccccc3sc21
 : -26%, 4%, -2%, 11µM*, -6%, -1, ?
CCCC(=O)N1CCCC1(C)C(=O)Nc1cc(C)ccc1C (stereo not drawn)
 : ·, ·, 4%, ·, -2%, -3, ·
Cc1ccc(N(C(=O)c2csnn2)C(C(=O)NC2CCCCC2)c2cccnc2)cc1 (stereo not drawn)
 : -3%, 11%, -7%, 7%, -15%, 16, -13%
Cc1ccccc1C(C(=O)NC1CCCC1)N(C(=O)Cc1cccs1)c1ccc2c(c1)OCCO2 (stereo not drawn)
 : -22%, 1%, 13%, -24%, -5%, -36, -13%
CCCCS(=O)(=O)C1CCS(=O)(=O)C1 (stereo not drawn)
 : -3%, -5%, -3%, 31%[activator], 6%, -19, ?
COCCN1CCn2c(nc3cc(NC(=O)c4ccc(OC)cc4)ccc32)C1
 : 31%, 9%, 4%, 1%, 28%, 72, 6%
Cc1ccc(CNC(=O)CN2C(=O)CCn3nc(-c4ccccc4)cc32)cc1
 : ·, ·, 2%, ·, ·, 8, 3%
O=C1CC(N2CCN(c3ccc(Cl)cc3)CC2)C(=O)N1c1ccccc1 (stereo not drawn)
 : -16%, 0%, 0%, 3%, -1%, 104, 5%
Cc1ccc(CNC(=O)C2CCCN(S(=O)(=O)c3c(C)noc3C)C2)cc1 (stereo not drawn)
 : -7%, 2%, -10%, 5%, 7%, ?, 0%
Cc1cccc(N2CCN(c3cc(C)nc4c(-c5ccc(Cl)cc5)c(C)nn34)CC2C)c1 (stereo not drawn)
 : ·, ·, 0%, ·, ·, -21, -3%
O=C(NCC1CCCO1)c1cc(S(=O)(=O)N2CCOCC2)c(Cl)cc1Cl (stereo not drawn)
 : 15%, -2%, 1%, 6%, 16%, 15, -6%

Quoted at random: two compounds from above.
Order of values: AmpC inh no detg, LmPK inhibitor, TbPYK inhibitor, HCV inhibitor, AMA1 RON2 block, HCMV inh, AmpC inh detg
c1ccc2c(c1)[nH]c1c3ccccc3sc21
 : -26%, 4%, -2%, 11µM*, -6%, -1, ?
Cc1ccc(CNC(=O)C2CCCN(S(=O)(=O)c3c(C)noc3C)C2)cc1 (stereo not drawn)
 : -7%, 2%, -10%, 5%, 7%, ?, 0%

Screening results (PubChem BioAssay)

An unsorted share of the library; about 7.5% have a hit in one of these screens.
